# STK33 inh: blocks human STK33 kinase activity. inhibition, % at 10 µM. AID 2661. hit rate 0.073% among 320,000. Q9BYT3. purified STK33, MBP phosphorylation, ADP-Glo luminescence;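 active = inhibition at or above 25%, using the most active replicate where run in duplicate; inactive = inhibition below 25%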
# Target sequence (Q9BYT3 whole entry, looked up): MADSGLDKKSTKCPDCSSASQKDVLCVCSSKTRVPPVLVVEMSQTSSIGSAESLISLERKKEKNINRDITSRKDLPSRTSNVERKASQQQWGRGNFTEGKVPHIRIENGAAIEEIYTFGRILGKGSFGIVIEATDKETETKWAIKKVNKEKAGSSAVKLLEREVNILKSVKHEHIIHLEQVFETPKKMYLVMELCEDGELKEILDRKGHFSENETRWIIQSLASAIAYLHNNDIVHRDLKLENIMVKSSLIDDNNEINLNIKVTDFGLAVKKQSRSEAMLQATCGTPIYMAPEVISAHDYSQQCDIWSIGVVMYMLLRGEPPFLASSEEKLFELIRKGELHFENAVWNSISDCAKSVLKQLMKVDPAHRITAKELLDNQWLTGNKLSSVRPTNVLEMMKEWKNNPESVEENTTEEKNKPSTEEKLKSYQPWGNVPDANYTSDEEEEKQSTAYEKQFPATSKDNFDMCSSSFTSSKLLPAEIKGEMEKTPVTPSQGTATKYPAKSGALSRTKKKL
# OX1R FRET antag: antagonists of human orexin 1 receptor (OX1R) | O43613 | OX1R-expressing cells, FRET antagonist read-out | inhibition, % at 6.6 µM | hit rate 1.8% among 330,000 | AID 485270; in the data active = inhibition mostly above about 38%, no sharp cut-off; inactive = mostly below about 40%;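 also: 0% = agonist challenge alone and 100% = reference antagonist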
# Target sequence (O43613 whole entry, looked up): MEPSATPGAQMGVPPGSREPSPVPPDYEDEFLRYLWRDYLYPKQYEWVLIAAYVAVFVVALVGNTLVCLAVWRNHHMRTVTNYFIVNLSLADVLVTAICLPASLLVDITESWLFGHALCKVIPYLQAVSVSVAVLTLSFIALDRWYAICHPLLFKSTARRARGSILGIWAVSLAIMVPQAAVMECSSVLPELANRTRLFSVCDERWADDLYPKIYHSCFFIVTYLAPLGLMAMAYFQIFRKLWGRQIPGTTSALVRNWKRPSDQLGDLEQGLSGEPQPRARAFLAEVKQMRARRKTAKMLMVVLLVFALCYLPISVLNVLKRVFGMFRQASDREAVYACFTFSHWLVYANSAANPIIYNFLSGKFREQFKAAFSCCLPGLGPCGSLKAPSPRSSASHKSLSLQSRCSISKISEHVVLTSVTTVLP
# An asterisk follows results filed as active; nt = no result given.
compound | OX1R FRET antag | STK33 inh
CCCCn1c(SCC(=O)Nc2ccccc2C(F)(F)F)nc2ccsc2c1=O | 7.0 | 0.0
COc1ccc(N2CCN(C(CNC(=O)C(=O)NC3CCCC3)c3ccco3)CC2)cc1 (configuration not stated) | 17.2 | 0.2
COc1cccc(-n2nnnc2SCC(=O)c2ccc(NC(C)=O)cc2)c1 | 32.1 | -0.4
CC1CCCC(NC(=O)C2CCC(CNc3c(N4CCCC4)c(=O)c3=O)CC2)C1C (configuration not stated) | 3.8 | -3.3
CCOC(=O)C(C)Oc1nc(Oc2ccccc2)nc(N(C)C)n1 (configuration not stated) | 12.2 | 1.3
O=S(=O)(N/N=C\c1ccccc1O)c1ccc(Cl)cc1 | nt | 0.4
CN(C)CC(C)(C)CNS(=O)(=O)c1ccc(Cl)cc1 | 9.0 | -0.4
Cc1ccc2[nH]c(=O)c(CN(Cc3cccnc3)Cc3nnnn3CC3CCCO3)cc2c1 (configuration not stated) | 9.9 | nt
CCN(CC)C(=O)Cn1cc(C(=O)C(=O)NCc2cccs2)c2ccccc21 | 42.4 | -0.3
O=C(c1ccco1)N1N=C(c2cccs2)CC1c1ccccc1O (configuration not stated) | 16.3 | -2.4
O=C(CCCNC(=O)c1ccc(Cl)cc1)Nc1ccccc1F | 9.9 | -1.5
N#Cc1ccccc1OCC(=O)NNC(=O)c1ccncc1 | -1.4 | -1.2
Cc1cccc(C)c1NC(=O)C(c1ccc([N+](=O)[O-])cc1)N(C)C(=O)c1ccccn1 (configuration not stated) | 43.0 | -0.6
COc1cccc(CNC(=O)c2cccnc2Sc2ccc(Cl)cc2)c1 | 29.2 | -1.6
Cc1ccc(F)c(NC(=O)C2CCCCC2C(=O)O)c1 (configuration not stated) | 11.2 | -0.3
CC(C)C(NS(=O)(=O)c1cccc2nsnc12)C(=O)NC1CCCCC1C (configuration not stated) | 45.7* | -3.8
COCCNC(=O)C1CCC(CNS(=O)(=O)c2cccc3nsnc23)CC1 (configuration not stated) | 24.2 | -3.5
CC1Cc2ccccc2N1C(=O)CSc1nnc(-c2ccc(S(=O)(=O)N3CCCC3)cc2)o1 (configuration not stated) | 13.3 | 0.1
COc1ccc([N+](=O)[O-])cc1N(CC(=O)NCCSc1ccccc1)S(C)(=O)=O | 11.0 | -0.8
CCOc1cccc(NC(=O)C2CC(=O)N(C)C(=Nc3cccc(F)c3)S2)c1 (configuration not stated) | 13.2 | 0.9
CCc1ccc(/C=C2/C(=O)N(CC)C(=S)N2C)s1 | 6.1 | -3.4
CCOc1cccc2c1OC1(C)CC2NC(=O)N1c1cccc(C(=O)NCc2ccccn2)c1 (configuration not stated) | 17.4 | -1.8
NNC(=O)c1[nH]c2ccc([N+](=O)[O-])cc2c1-c1ccccc1 | 6.6 | 0.9
Cc1ccc(C)c(N(C(=O)CCC(=O)Nc2cc(C)on2)C(C(=O)NC2CCCC2)c2ccco2)c1 (configuration not stated) | 12.7 | -0.2
Nc1cc(-c2ccc(Cl)cc2)nn1S(=O)(=O)c1cccc2nsnc12 | 23.9 | 0.1

# Further compounds
compound | OX1R FRET antag | STK33 inh
COc1ccc(S(=O)(=O)N(C)CC(=O)NCc2ccco2)cc1Cl | 21.6 | -1.1
O=C(Nc1cccc(-c2ccccc2)c1)N1CCN(C(=O)Nc2cccc(-c3ccccc3)c2)CC1 | 4.1 | -0.8
COc1cccc(N(C(=O)c2ccco2)C(C(=O)NC2CCCC2)c2cccnc2)c1 (configuration not stated) | 11.4 | 0.2
Cc1sc(NC(=O)CSc2nnc(-c3ccccc3)o2)c(C#N)c1C | 13.7 | nt
O=c1/c(=C\c2ccc(O)cc2)sc2n1C(c1ccccc1)C(c1ccccc1)=NN=2 (configuration not stated) | 26.6 | -0.8
Cn1cc(CCCC(=O)NCc2ccc(F)cc2)c2ccccc21 | nt | -1.4
CSc1ccc(C(=O)C2CCCN(C(=O)c3ccsc3)C2)cc1 (configuration not stated) | 26.2 | -0.1
O=C(NN=C1CCCC1)C(=O)Nc1cccc(C(F)(F)F)c1 | 14.3 | 1.5
Cc1ccc(CC2C(=O)N(c3ccc(F)cc3)C(=O)C2C)cc1 (configuration not stated) | 2.8 | -0.9
COC1C(C)=C(C)C(=O)N1Cc1ccccc1 (configuration not stated) | -10.7 | -1.6
O=C(c1cccc(S(=O)(=O)N2CCCc3ccccc32)c1)N1CCN(c2ccccc2)CC1 | 4.3 | 0.4
COC(=O)c1ccc(Nc2cc(C)nc3ncnn23)cc1 | 6.7 | 0.9
Cc1ccc(S(=O)(=O)c2nc(S(C)(=O)=O)sc2NCc2ccc3c(c2)OCO3)cc1 | 12.4 | -1.2
CN(C)S(=O)(=O)c1cc(NC(=O)[C@H](Cc2ccccc2)N2C(=O)c3ccccc3C2=O)ccc1Cl | 32.5 | -1.1
CCOC(=O)CCc1c(C)c(C#N)c2nc3ccccc3n2c1-n1cnc2ccccc21 | 5.9 | -0.4
Nc1nnc(CSc2ccc(Cl)cc2)s1 | 3.3 | -0.8
Cc1ccc2nc(NC(=O)c3cccs3)sc2c1 | 36.3 | 2.3
CCOc1cc(/C=N/O)ccc1OCc1ccc(F)cc1 | 9.8 | 0.4
CC(Oc1ccc(Cl)cc1)C(=O)NNC(=S)NC(=O)c1ccco1 (configuration not stated) | -2.8 | -1.1
Cn1c(SCc2ccccc2[N+](=O)[O-])nnc1-c1cccnc1 | 24.4 | 0.3
CC1(C)NC(=O)N(CCCCOc2ccc3ccccc3c2Cl)C1=O | 16.3 | 0.0
CCc1nnc(NC(=O)CSc2nc(-c3ccccc3)cc(-c3ccc(OC)cc3)c2C#N)s1 | 8.0 | -0.3
CC(=O)N1CCN(c2ccc(NCc3ccco3)cc2)CC1 | 15.4 | -0.3
COc1ccc(OCC(O)CNC(=O)Nc2ccc(Cl)cc2)cc1 (configuration not stated) | 8.9 | -1.1
CSc1nsc(SCC(=O)Nc2ccc(C(N)=O)cc2)n1 | 12.9 | -0.8

# More entries:
compound | OX1R FRET antag | STK33 inh
C=CCN(C(=O)CNC(=O)c1ccco1)C(C(=O)NC1CCCCC1)c1cccnc1 (configuration not stated) | 3.6 | -2.7
CCCn1c2ccccc2c2cnn(CC(=O)N3CCN(C4CCCCC4)CC3)c(=O)c21 | 0.2 | 1.1
O=C(Nc1ccccc1C(=O)O)c1ccc(NC(=O)C2CCCCC2)cc1 | 6.5 | 1.0
Cc1cc(C)nc(SCC(=O)Nc2ccc3c(c2)OCO3)n1 | 23.0 | -1.7
c1ccc(C[C@H]2CNCCN2CCc2cccc3ccccc23)cc1 | 10.2 | -1.9
Cc1ccc2cc(CCNC(=O)C(C)C)c(=O)[nH]c2c1 | 13.1 | 1.5
COc1cc(/C=C/c2noc(-c3ccccc3O)n2)cc(OC)c1OC | -3.9 | -1.2
CC(C)C(c1nnnn1C1CCCC1)N1CCCCC1 (configuration not stated) | 18.9 | -0.2
Cc1ccc(C(=O)N2CC(=O)Nc3ccc(F)cc3C2c2ccc(F)cc2)cc1 (configuration not stated) | 2.3 | -1.7
COc1ccc2c([N+](=O)[O-])c(N3CCCC3)[nH]c2c1 | 10.5 | -0.6
Cc1cc(/C=C2\C(=N)N3N=C(c4ccco4)SC3=NC2=O)c(C)n1Cc1ccccc1 | 9.7 | -1.3
CC[C@]12c3[nH]c4ccccc4c3CCN1C(=O)C(CC(=O)NCCCN(C)C)C[C@@H]2C(=O)N1CCN(C(=O)c2ccco2)CC1 (some centres not stated) | -1.6 | 0.9
Cc1ccc2c(c1)N(C(=O)CCC(=O)NCCN1CCOCC1)CC(C)O2 (configuration not stated) | 4.5 | -0.7
CN(CC(O)COc1ccc(S(=O)(=O)N2CCOCC2)cc1Cl)C1CCCCC1 (configuration not stated) | 12.9 | 10.1
Cc1ccccc1C(=O)OC(C)CN1CCN(C)CC1 (configuration not stated) | 20.8 | -3.6
N#Cc1nc(-c2cccs2)oc1NCCN1CCOCC1 | 34.4 | -1.3
O=C(Cn1cncn1)NCc1ccccc1Br | 3.0 | 0.0
CCCn1nc(NC(=O)c2cccs2)c2cc3cccc(C)c3nc21 | 23.7 | -1.3
CCCCOCCCNC(=O)c1ccc(OCC)cc1 | 12.5 | -3.0
CCCCNC(=O)CS(=O)Cc1nc(-c2ccc(C)cc2)oc1C (configuration not stated) | 12.4 | 1.2
O=C(Nc1cc(S(=O)(=O)N2CCCCC2)ccc1Cl)c1ccc(F)cc1 | 0.7 | -0.4
O=C1CSc2ccc(C(=O)NCC(c3ccco3)N3CCCCC3)cc2N1 (configuration not stated) | 9.6 | -1.4
COc1ccc(CCNCc2ccccc2N2CCCC2)cc1 | 5.5 | -2.0
CCOc1ncccc1C(=O)Nc1cc(S(=O)(=O)N2CCOCC2)ccc1OCC(F)(F)F | 6.6 | 0.2
Cc1ccc(N=c2ssnc2Cl)cc1 | 39.6 | -0.1

# 6 entries from above, with the structure last.
OX1R FRET antag | STK33 inh | Compound
10.2 | -1.9 | c1ccc(C[C@H]2CNCCN2CCc2cccc3ccccc23)cc1
4.5 | -0.7 | Cc1ccc2c(c1)N(C(=O)CCC(=O)NCCN1CCOCC1)CC(C)O2 (configuration not stated)
5.5 | -2.0 | COc1ccc(CCNCc2ccccc2N2CCCC2)cc1
2.3 | -1.7 | Cc1ccc(C(=O)N2CC(=O)Nc3ccc(F)cc3C2c2ccc(F)cc2)cc1 (configuration not stated)
9.6 | -1.4 | O=C1CSc2ccc(C(=O)NCC(c3ccco3)N3CCCCC3)cc2N1 (configuration not stated)
6.5 | 1.0 | O=C(Nc1ccccc1C(=O)O)c1ccc(NC(=O)C2CCCCC2)cc1

# (list continues)
compound | OX1R FRET antag | STK33 inh
COc1ccc(-n2nnnc2/C=C\Nc2ccccc2C(=O)c2ccccc2)cc1 | 16.6 | -1.6
COc1ccc(-c2csc3ncnc(N4CCN(c5ccccc5Cl)CC4)c23)cc1 | 40.2 | 4.8
COc1ccc(-c2nn(-c3ccccc3)cc2/C=N/O)cc1 | 19.0 | -0.1
COC(=O)Nc1ccc(S(=O)(=O)Nc2ncccn2)cc1 | 9.3 | -1.2
CCCc1nn2c(=O)cc(CSCC(=O)Nc3ccc(F)cc3)nc2s1 | 9.5 | -0.6
Cc1nn(C)c(C)c1NC(=O)Nc1ccc(Cl)c(Cl)c1 | 25.6 | -0.8
CCCCOC(=O)Nc1nc(CC(=O)OCC)cs1 | 21.7 | -0.9
CCC(=O)Nc1sc2c(c1C(=O)N(C)C)CCCCC2 | 41.5 | -2.1
COc1cc(Cl)cc(C2NC(=O)NC(C)=C2C(C)=O)c1OCC(=O)O (configuration not stated) | 6.5 | -1.9
O=C(c1ccc2ccccc2n1)N1CCN(c2ccccc2Cl)CC1 | 7.2 | -1.0
CCOc1ccc(N(CC(=O)NCc2ccc(Cl)cc2)S(=O)(=O)c2c(C)noc2C)cc1 | 0.4 | -2.3
CC(NCCC(c1ccccc1)c1ccccc1)c1ccccc1 (configuration not stated) | 15.6 | -0.1
CCOC(=O)c1ccccc1NC1c2ccccc2C(=O)N1c1cc(C)ccn1 (configuration not stated) | 8.2 | -1.1
COCCn1c(SCC(=O)NNC(=O)c2cc(Cl)ccc2OC)nnc1-c1ccncc1 | 9.0 | 1.3
O=C(NCC1CCCO1)C(c1cccs1)N(Cc1cccs1)C(=O)Cn1nnc(-c2cccs2)n1 (configuration not stated) | 50.7 | 0.3
CCC(c1nnnn1CCOC)N1CCN(c2cccc(C(F)(F)F)c2)CC1 (configuration not stated) | 9.7 | 0.1
Cn1cnc([N+](=O)[O-])c1Nc1ccc(O)cc1 | 34.0 | -1.7
CCS(=O)(=O)N1CCC(C(=O)NCc2ccc(OC)cc2)CC1 | -7.2 | -1.3
Cc1ccc(S(=O)(=O)Oc2ccccc2/C=N/Nc2ccc(C(=O)O)cc2)cc1 | 12.3 | -2.0
Cc1ccc(S(=O)(=O)N2CCOCC2)cc1NC(=O)COC(=O)Cc1ccccc1 | -2.6 | -1.4
COc1ccc(NC(=O)CSc2ccc(-c3sc(C)nc3C)nn2)cc1 | 19.2 | -1.1
O=C(NCC1CC1)c1onc(CSc2ccccc2)c1C(=O)NCC1CC1 | 28.4 | -1.0
CC(CN1CCOCC1)OC(=O)c1ccccc1Cl (configuration not stated) | 7.5 | -0.4
CCNC(=O)c1ccccc1CCc1ccccc1 | 10.0 | 2.0
CN(C(=O)Cn1c(Cl)nc2c1c(=O)n(C)c(=O)n2C)C1CCS(=O)(=O)C1 (configuration not stated) | 6.3 | nt

# Other entries:
compound | OX1R FRET antag | STK33 inh
Cc1ccc(OCc2cc(C(=O)N(C)CCc3ccccc3)no2)cc1C | 27.7 | -0.1
O=C(O)CSc1c(-c2ccccc2)[nH]c2ccccc12 | 10.9 | 0.0
N#Cc1nc(COc2ccc(F)cc2)oc1NCCN1CCOCC1 | 18.8 | -0.9
O=C(Nc1ccc(OCc2ccccc2)cc1)c1cccnc1 | 42.0 | -2.6
COc1ccccc1C(=O)NCCc1c(C)[nH]c2c(C)ccc(F)c12 | 50.1* | -0.3
Cc1ccc(NC(=O)CSCc2n[nH]c(=O)[nH]2)c(Br)c1 | 15.6 | -1.1
CC(=O)c1ccc(S(=O)(=O)Nc2ccc(C(=O)NCC(c3ccccc3)N(C)C)cc2)cc1 (configuration not stated) | 8.0 | -1.5
O=C(Nc1ccncc1)Nc1ccccc1Cl | 19.1 | 1.5
CC(=O)Nc1ccc(C(=O)CSc2nnc(Cc3ccccc3)o2)cc1 | 3.3 | nt
CC1Cc2cc(C3(O)C(=O)c4ccccc4C3=O)ccc2N1 (configuration not stated) | 8.8 | -0.4
CCCCC(=O)Nc1ccc(NC(=O)c2ccccc2OC)cn1 | 10.2 | -0.8
Cc1ccc(-n2c(C)nc3c(cnn3-c3ccccc3Cl)c2=O)cc1C | 22.9 | 0.6
Cc1nnc(SCC(=O)N(C)Cc2ccccc2)[nH]c1=O | 7.5 | -1.3
CC(SC(=S)N1CCOCC1)C(=O)O (configuration not stated) | 8.7 | 0.5
CCOC(=O)Nc1sc(C)c(C)c1C(=O)OCC | 13.6 | -3.6
COc1ccc(NC(=O)COC(=O)Cc2coc3cc(OC)ccc23)c(OC)c1 | 11.8 | -0.5
CCOC(=O)C1[C@H]2C(=O)N(CCCOC)C[C@]23C=C[C@H]1O3 (some centres not stated) | 9.8 | 0.0

# Assay outcomes as filed in PubChem.

# Outcome played no part in choosing rows; about 1.8% have a hit in one of these screens.
